Kir21 inh – inhibitors of mouse Kir2.1 inward-rectifier potassium channel | HEK293-Kir2.1, FluxOR thallium flux fluorescence; hits give low values | B-score at 10 µM | actives 0.85% (n = 310,000) | AID 1672, 2009;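 active = fluorescence ratio B-score at or below minus 3 SD of library scores, with starting-brightness B-score within 2 SD, cut at about -4.2 in these data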;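 also: channel flux triggered by added potassium and thallium sulfate stimulus; B-score of peak minus minimum fluorescence over baseline after thallium stimulus; more negative B-score means stronger Kir2.1 block with less thallium influx; some compounds called inactive have numbers as strong as hits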
Target sequence (P35561 whole entry, looked up): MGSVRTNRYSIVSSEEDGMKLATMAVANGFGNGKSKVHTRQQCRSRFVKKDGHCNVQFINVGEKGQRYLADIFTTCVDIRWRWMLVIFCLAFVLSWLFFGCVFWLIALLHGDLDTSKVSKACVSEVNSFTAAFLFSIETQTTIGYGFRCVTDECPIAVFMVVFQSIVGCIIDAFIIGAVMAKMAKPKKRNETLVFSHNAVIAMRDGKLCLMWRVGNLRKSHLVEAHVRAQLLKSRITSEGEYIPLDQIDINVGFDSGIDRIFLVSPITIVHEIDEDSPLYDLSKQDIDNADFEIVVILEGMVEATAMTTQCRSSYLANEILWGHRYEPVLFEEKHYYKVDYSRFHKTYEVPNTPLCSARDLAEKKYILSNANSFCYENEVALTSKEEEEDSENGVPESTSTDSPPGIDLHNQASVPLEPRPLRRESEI
KCNQ2 block – KCNQ2 potassium channel inhibitors, primary screen, cell-based, CHO-K1, FluxOR thallium flux, B-score (AID 2156) | B-score at 10 µM | 20 min; hits give low values | actives 1.1% (n = 310,000);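 active = fluorescence ratio B-score at most minus 3 library SDs, with starting brightness B-score within 2 library SDs, cut at about -5.5 in these data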
CHT block – inhibitors of human choline transporter CHT; B-score at 10 µM; AID 488975, 2010; actives 0.86% (n = 310,000); CHT-expressing cells, membrane potential dye, choline response; hits give low values;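 active = B-score over 3 SD under the library average, and starting fluorescence ratio not unusually high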;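 also: choline stimulus applied at its EC90 after an EC20 pre-addition; B-score computed on integrated fluorescence ratio after choline addition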
Target sequence (Q9GZV3 whole entry, looked up): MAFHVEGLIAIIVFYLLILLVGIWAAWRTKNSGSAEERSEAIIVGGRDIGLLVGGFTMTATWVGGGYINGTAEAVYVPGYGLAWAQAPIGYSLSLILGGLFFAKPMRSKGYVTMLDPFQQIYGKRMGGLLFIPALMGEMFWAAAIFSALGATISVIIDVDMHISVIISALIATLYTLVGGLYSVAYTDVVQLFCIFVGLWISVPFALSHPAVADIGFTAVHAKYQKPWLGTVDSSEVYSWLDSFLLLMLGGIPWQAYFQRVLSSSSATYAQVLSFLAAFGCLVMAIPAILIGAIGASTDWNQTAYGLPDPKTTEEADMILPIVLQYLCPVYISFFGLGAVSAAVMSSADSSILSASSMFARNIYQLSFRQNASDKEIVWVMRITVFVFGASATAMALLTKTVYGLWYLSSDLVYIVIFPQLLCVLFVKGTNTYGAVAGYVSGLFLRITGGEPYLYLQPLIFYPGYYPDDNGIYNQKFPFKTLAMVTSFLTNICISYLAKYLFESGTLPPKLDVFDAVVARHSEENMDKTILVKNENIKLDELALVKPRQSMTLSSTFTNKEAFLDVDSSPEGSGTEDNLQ
* marks the source's active call; other numbers are inactive results; i = inactive; nt = no result given. Not a hit list; overall some 2.6% were active at least once.

mol	Kir21 inh	KCNQ2 block	CHT block
COc1ccccc1NC(=S)NC1CCC(CC2CCC(NC(=S)Nc3ccccc3OC)CC2)CC1 (stereo unspecified)	0	i	i
O=C(Cc1ccc(F)cc1)NCCc1cnc[nH]1	0.04	i	i
O=C(c1cccc(NS(=O)(=O)c2ccc(Br)cc2)c1)N1CCCCC1	0.11	i	i
COc1cc(/C=N\NC(=O)c2nonc2N)c(OC)cc1Br	-0.67	i	i
CCC(C)(C)NC(=O)CN(Cc1ccc2c(c1)OCO2)C(=O)CCC(=O)Nc1nccs1	-0.63	i	i
Cc1ccc(CS/C(Nc2ccccc2C)=C(\C#N)C(N)=O)c(C)c1	-1.2	i	i
NNC(=S)Nc1ccc(S(=O)(=O)N2CCCCC2)cc1	-2.1	i	i
O=C1NC2(CCCCCC2)C(=O)N1Cc1ccc([N+](=O)[O-])cc1	0.96	i	i
CCc1ccc(OCC2NCCc3cc(OC)c(OC)cc32)cc1 (stereo unspecified)	0.03	i	i
Cc1ccc(C(=O)c2ccccc2C(=O)OCC(=O)NCCc2ccccc2)cc1	-0.32	i	i

A different layout for 4 compounds above.
> COc1ccccc1NC(=S)NC1CCC(CC2CCC(NC(=S)Nc3ccccc3OC)CC2)CC1 (stereo unspecified)
  Kir21 inh: 0; KCNQ2 block: i; CHT block: i
> O=C(Cc1ccc(F)cc1)NCCc1cnc[nH]1
  Kir21 inh: 0.04; KCNQ2 block: i; CHT block: i
> O=C(c1cccc(NS(=O)(=O)c2ccc(Br)cc2)c1)N1CCCCC1
  Kir21 inh: 0.11; KCNQ2 block: i; CHT block: i
> COc1cc(/C=N\NC(=O)c2nonc2N)c(OC)cc1Br
  Kir21 inh: -0.67; KCNQ2 block: i; CHT block: i

(continued)
mol	Kir21 inh	KCNQ2 block	CHT block
CCCNC(=O)CC(NS(=O)(=O)c1ccc(Cl)cc1)c1ccco1 (stereo unspecified)	0.16	i	i
NC(=O)NC(c1ccc(Cl)cc1)c1ccccc1Cl (stereo unspecified)	-0.09	i	i
O=C(NCc1ccccc1)NC(=O)c1ccncc1	0.13	i	i
O=C(N/N=C/c1ccc(O)cc1)c1cncc(Br)c1	-1.4	i	i
CCOC(=O)c1c(NC(=O)c2ccc(-n3cnnn3)cc2)sc2c1CCCC2	-0.75	i	nt
CCCCC(=O)Nc1ccc(NC(=S)NC(=O)c2cccs2)cc1OC	-0.52	i	i
CCc1ccc(C(O)(CNCc2ccccc2)c2ccccc2)cc1 (stereo unspecified)	-8.9*	-6.9*	i
COc1ccc(-c2csc(NC(=O)CCN3C(=O)C4CC=CCC4C3=O)n2)cc1OC (stereo unspecified)	-0.05	i	i
Cc1[nH]c2ccccc2c1SCCN	0.93	i	i
CC(C)c1cccc(C(C)C)c1OCCCCCN1CCOCC1	-5.1*	i	i
CC1(C)Cc2c(sc(NC(=O)C(=O)NCCCN3CCOCC3)c2C#N)CO1	0.65	i	i
CCOc1ccccc1NC(=O)N1CCCN(c2ncccc2C#N)CC1	-0.52	i	i
Cc1nc(SCc2ccccc2)nc2c1CCC2	-0.54	i	i
Cc1cccc(-n2nc([N+](=O)[O-])c(=NCc3cccnc3)n2O)c1	0.98	i	i
O=C(CN1C2CCC1CC(NC(=O)NC1CCCCC1)C2)NC1CC1 (stereo unspecified)	1.2	i	i
Cc1cccc2cc(C#N)c(N3CCC(O)CC3)nc12	-0.74	i	i
CSc1cccc(CN2CCN(CCc3ccccc3)C(CCO)C2)c1 (stereo unspecified)	0.75	i	i
C[n+]1ccc(C(=O)NCc2ccccc2)cc1	-1.6	i	i
CC1(C)CC(=O)C2=C(C1)c1c(ccc3ccccc13)NC2c1cc([N+](=O)[O-])cc([N+](=O)[O-])c1O (stereo unspecified)	-0.57	i	i
Cc1ccccc1N(C(=O)c1snc(C(N)=O)c1N)C(C(=O)NC1CCCCC1)c1ccc(O)cc1 (stereo unspecified)	-1	i	i
C[C@H](O)[C@@]1(O)CC[C@H]2[C@@H]3CC[C@@H]4C[C@H](O)CC[C@]4(C)[C@H]3CC[C@@]21C	-0.5	i	i
CCOc1ccc(NC(=O)c2ccc(F)c(S(=O)(=O)N3CCN(c4ccccn4)CC3)c2)cc1	0.77	i	i
CCc1nn(CCCC(=O)NCc2ccco2)c(=O)c2cc3occc3n12	1.1	i	i
Cc1cccc(CSCCNC(=O)COc2ccc(Cl)cc2)c1	0.66	i	i
CCCCc1ccc(S(=O)(=O)NCCc2ccncc2)cc1	-1.1	i	i
COc1cccc(OC)c1CNC(=O)C1CCC(=O)N(CC2CCCCC2)C1 (stereo unspecified)	0.5	i	i
CCOC(=O)C(C)CC(C)C(=O)N1CCOCCOCCN(C(=O)C(C)CC(C)C(=O)OCC)CCOCC1 (stereo unspecified)	0.81	i	i
CN1CCN(C(=O)c2ccc(Cl)c(S(=O)(=O)N3CCCCC3)c2)CC1	-0.75	i	i
O=C(O)CC(C(=O)Nc1cccc(C(F)(F)F)c1)C1CCCO1 (stereo unspecified)	0.33	i	i
Cc1c(C(=O)N2CCOCC2)sc(NC(=O)CCl)c1C#N	-1.3	i	i
COc1ccc(/C=N/NC(=O)c2cc(-c3cccn3C)n[nH]2)cc1OC	1	i	i
COc1ccc([N+](=O)[O-])cc1NC(=O)CCC(=O)c1cccs1	1.3	i	i
COC(=O)c1sccc1NC(=O)Nc1ccc(F)cc1F	-1.1	i	i
COc1ccc(CNC(=O)CN2C(=O)COc3ccc(S(=O)(=O)NC4CCCC4)cc32)cc1	-0.99	i	i
c1ccc2c(c1)c1ccccc1n2CN1CCOCC1	2.4	i	i
Cn1c(C(=O)NC2CCCCC2)cc2c(=O)n(C)c3ccccc3c21	-1.9	i	i
CC(=O)c1ccc(NC(=O)COC(=O)C2C3CC4OC(=O)C2C4C3)cc1 (stereo unspecified)	1.4	i	i
CCN(CC)S(=O)(=O)c1ccc(/C=C/C(=O)OCC(=O)NCc2ccc3c(c2)OCO3)cc1	1.6	i	i
Cc1cc(C)nc(Sc2ccc(/C=C(\C#N)C(N)=O)o2)n1	-3.4	i	i
Cc1ccnc(NC(=O)CCNC(=O)c2ccccc2Cl)c1	1.8	i	i
COCCOc1ccc(C(F)(F)F)cc1NC(=O)COC(=O)c1cc[n+]([O-])cc1	1.2	i	i
CC(=O)c1cccc(NC(=O)CN2C(=O)NC3(CCCCCCC3)C2=O)c1	-1.8	i	i
Cc1ccc(-c2cc([C@H]3[C@H]4C=CC[C@@H](C)[C@@H]4C(=O)N3Cc3ccccc3)ccc2F)cc1	-0.05	i	i
COCC1CCCCN1C(=O)c1ccc(OC)c(OC2CCN(C(C)C)CC2)c1 (stereo unspecified)	-2.4	i	i
Cc1ccc(/C=N/N2CCN(c3ccncc3S(=O)(=O)N3CCCCC3)CC2)cc1	-0.13	i	i
Cc1nc(SCC(=O)c2cc3ccccc3oc2=O)c(C#N)c(-c2cccs2)c1C(=O)Nc1ccccc1	0.27	i	i
Cn1ncc(Cl)c1C(=O)Nc1ccc(Cl)cn1	0.66	i	i
Cc1ccc(-n2nc(-c3ccc(OC(F)(F)F)cc3)cc2N)cc1C	-0.22	i	i
O=[N+]([O-])c1ccc(-c2csc(NN=C3CCCC3)n2)cc1	-2.3	i	i
CC(C)(C)[C@H]1C=C(C(=O)NCc2nc3ccccc3[nH]2)O[C@@H](OCc2ccc(CO)cc2)C1	0.73	i	i

(more compounds)
Each structure is followed by: Kir21 inh	KCNQ2 block	CHT block
CCc1cccc(CC)c1NC(=O)Cn1c(-c2ccccc2Cl)nc2ccccc21
→ -0.14	i	i
CC1(C)Oc2ccc(C(=O)Nc3ccccc3)cc2N(CC#N)C1=O
→ 0.52	i	i
O=C(CNc1ccccc1)N/N=C/c1c[nH]c2ccccc12
→ -0.96	i	i
CCCCC#Cc1ccccc1CC(=O)Nc1ccccc1
→ -0.94	i	i
COc1ccccc1NCC(=O)N/N=C(\C)c1cccs1
→ 0.51	i	i
CC(C)N(C(=NCc1ccccc1)NC(=O)c1ccccc1)C(C)C
→ -1.8	i	i
FC(F)(F)Oc1ccc(NC(=S)Nc2ccccc2N2CCOCC2)cc1
→ -0.83	i	i
Cn1c(SCC(=O)Nc2ccc(N3CCOCC3)c(Cl)c2)nnc1-c1ccccc1
→ -0.02	i	i
CCCCC(CC(O)COCCC)C(=O)NN (stereo unspecified)
→ -1.4	i	i
c1ccc(CSc2ncn[nH]2)nc1
→ -2.9	i	i
FC(F)(F)c1nnc2ccc(NCn3nnc4ccccc43)nn12
→ -0.62	i	i
Cc1cc(C)c(C)c(S(=O)(=O)N2CCN(CC(=O)Nc3sccc3C#N)CC2)c1C
→ 0.16	i	i
CCN1C(=O)c2cccc3c(S(=O)(=O)N4CCCC4C(=O)O)ccc1c23 (stereo unspecified)
→ 1.5	i	i
Nc1c(Cl)c(Cl)nc(C(=O)OCC(=O)NC2CCCCC2)c1Cl
→ -1.9	i	i
COc1ccc(CCNC(=S)c2ccccc2)cc1OC
→ -0.07	i	i
CC(O)[C@H]1CNC(=O)C(=O)N1CCc1cccc(F)c1 (stereo partly specified)
→ -0.87	i	i
Cn1c(Cc2ccccc2)nnc1SCC(=O)Nc1ccc2c(c1)OCO2
→ 0.06	i	i
CCC(CC)NC(=O)Cc1ccccc1[N+](=O)[O-]
→ 1.3	i	i
CCCCCCN=C(C)c1ccccc1O
→ -0.03	i	i
O=C(CCC1CCCN(C(=O)c2cncs2)C1)NCc1ccc(F)c(F)c1 (stereo unspecified)
→ -1.6	i	i
CCc1ccc(C2CC(=O)N3CN(c4ccccc4)CSC3=C2C#N)cc1 (stereo unspecified)
→ -0.36	i	i
CCOC(=O)c1nn(-c2ccccc2F)c2nc(-c3ccco3)c(C#N)c(=O)n12
→ -0.06	i	i
CCOC(=O)c1ccc(NC(=O)C2(c3ccccc3)CCOCC2)cc1
→ 0.52	i	i
Clc1ncccc1-c1nnn(-c2ccccc2Br)n1
→ 2.6	i	i
Nc1c2c(nc3cccc(Cl)c13)N(c1ccccc1)CC2
→ -0.88	i	i
CCOc1ccccc1N(CC(=O)Nc1ccc(S(=O)(=O)N2CCOCC2)cc1)S(C)(=O)=O
→ -1.6	i	i
CCN1C(=O)[C@H]2[C@@H](c3ccc(C)cc3)N3C(=O)N(c4ccc(C)cc4)C(=O)[C@@]3(Cc3ccc(Cl)cc3)[C@H]2C1=O
→ -0.84	i	i
CCN(CC)c1ccc(N2C(=O)/C(=C/c3cccnc3)SC2=S)cc1
→ -1	i	i
Oc1[nH]c(=S)sc1/C=C1\C(c2ccccc2)=Nc2ccccc21
→ -1.6	i	i
Cc1ccc(NC(=O)c2ccccc2)cc1OC(=O)c1ccccc1
→ -0.59	i	i
CCOC(=O)c1sc2cc([N+](=O)[O-])cc(SCCO)c2c1N
→ 1.1	i	i
CC(C)N1CCN(Cc2cccs2)CC1CCO (stereo unspecified)
→ 0.57	i	nt
COc1ccc(C(C)C)cc1S(=O)(=O)NC1CCCC1
→ 0.29	i	i
O=C(Cc1ccc(F)cc1)Oc1ccc(C(=S)N2CCCC2)cc1
→ 1.7	i	i
Cc1ccc(S(=O)(=O)N/N=C/c2ccc(OCC(=O)NC(C)C)cc2)cc1
→ -0.06	i	i
CN(c1ccccc1)S(=O)(=O)c1ccc(C(=O)Nc2nccs2)cc1
→ -0.03	i	i
CC1Oc2ccccc2N(CC(=O)NCC2CCCO2)C1=O (stereo unspecified)
→ 1.3	i	i
Cc1ccc(NC(=O)CNCc2ccccc2)cc1Br
→ -1	i	i
O=C(CSCCO)Nc1ccc(C2CCCCC2)cc1
→ -1	i	i
C/C(=N\NC(=O)C(N)=O)c1ccc2c(c1)OCCO2
→ -1.7	i	i
CCCCN1CNC(=S)N(CCc2ccccc2)C1
→ -2.9	i	i
O=C(Nc1cccc(Cl)c1)C1CC1c1ccccc1 (stereo unspecified)
→ -1.2	i	i
CCOc1ccc(CCNC(=O)CN2C(=O)c3cccnc3Oc3ccc(Cl)cc32)cc1
→ -0.78	i	i
COC(=O)c1cc(Cl)c(NC(=O)c2ccc(C(C)(C)C)cc2)cc1OC
→ 0.96	i	i
O=C(/C(=N\O)n1cncn1)c1ccc(Cl)cc1Cl
→ -0.37	i	i
CN(C)CCC#CC(O)(c1ccccc1)c1ccccc1
→ -1.3	i	i
COC(=O)c1cccc(Cn2c(Cl)c(/C=N/NC(=O)c3ccccc3Cl)sc2=O)c1
→ -0.89	i	i
COc1ccc(-c2nn(-c3ccccc3)cc2N)cc1
→ -0.06	i	i
CC(C)Cn1c(SCC(=O)c2ccc(Cl)s2)nnc1-c1ccco1
→ -9.4*	-6.8*	i
Cc1ccc(NC(=O)Cc2c(O)c3ccccc3[nH]c2=O)c(C)c1
→ 0.19	i	i
O=C(O)CNS(=O)(=O)c1ccc(C2CCCCC2)cc1
→ 1.2	i	i
Cc1ccccc1Cn1cnc2c(cnn2C(C)(C)C)c1=O
→ -0.96	i	i
Cc1ccc[n+](CC(=O)/C=C2\N(C)c3ccccc3C2(C)C)c1
→ 0.82	i	i
CCCSc1nc(O)c(C2OC(=O)c3c2ccc(OC)c3OC)c(=O)n1-c1ccccc1 (stereo unspecified)
→ 1	i	i

Screens deposited in PubChem BioAssay by Johns Hopkins Ion Channel Center.
